OXTR potentiator = human OXTR potentiators, primary screen, fluorescence, CHO-OTR cells, Fluo-8 calcium. Oxytocin receptor (Homo sapiens), P30559. Fluo-8 calcium fluorescence, potentiator mode; 0% = oxytocin EC15, 100% = EC100. activation, % at 3 µM. hit rate 0.061% among 320,000;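 active = activation above that plate's cutoff, the mean activation of tested compounds plus 3 SD, cut at about 6.6% in these data, passing the limit was not always enough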;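 also: 100% uses oxytocin at 75 nM as the full agonist control; some results filed as inactive read as strong as hits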
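System: human OTR in CHO cells / Also added: sub-maximal oxytocin, roughly EC15 / Control set: EC15 oxytocin low, 75 nM oxytocin high / Schedule: 6 min compound pre-incubation at room temperature, 100 s kinetic read / Compound: single-point 3.0 µM / Replication: singlicate / Technique: Fluo-8 calcium dye fluorescence / Read-out basis: % activation of max/min ratio relative to oxytocin controls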
TAAR1 antag = human TAAR1 antagonists, primary screen, Fluo-8 calcium fluorescence, CHO RD-HGA16 cells. Trace amine-associated receptor 1 (Homo sapiens), Q96RJ0. antagonist. inhibition, % at 3 µM. hit rate 1.5% among 360,000. AID 624466, 2012;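 active = inhibition above a per-plate cutoff, the mean inhibition of test compounds on that plate plus 3 SD, cut at about 49% in these data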;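 also: 0% = DMSO plus EC80 beta-PEA response and 100% = DMSO alone without agonist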
Target sequence (Q96RJ0 whole entry, looked up): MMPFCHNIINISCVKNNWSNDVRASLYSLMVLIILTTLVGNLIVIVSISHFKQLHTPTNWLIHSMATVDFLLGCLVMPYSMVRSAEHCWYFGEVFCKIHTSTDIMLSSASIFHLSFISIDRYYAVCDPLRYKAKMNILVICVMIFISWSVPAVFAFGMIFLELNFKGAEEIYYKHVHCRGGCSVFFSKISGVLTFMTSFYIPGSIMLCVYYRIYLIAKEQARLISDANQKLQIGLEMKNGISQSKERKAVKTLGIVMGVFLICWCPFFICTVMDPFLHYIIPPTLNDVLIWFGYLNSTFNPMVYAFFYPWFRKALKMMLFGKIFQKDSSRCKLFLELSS
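Assay system: RD-HGA16 CHO cells with stable hTAAR1 and Gα16 / Reagent: EC80 β-phenethylamine stimulus / Doses: 3 µM, single point / Timing: dye loading 75 min at 37 °C, then 30 min room temperature / Measured by: Fluo-8 intracellular calcium dye fluorescence, real-time kinetic reads / Controls: vehicle wells and EC80 agonist wells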
CHO-K1 Ca ag = counter-screen for M1 agonists: effect in parental CHO-K1 cells. Fluo-8 calcium fluorescence; scaled to maximal ATP response, vehicle zero. activation, % at 3 µM. hit rate 0.48% among 360,000; in the data active = activation above about 15%;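 also: untransfected CHO-K1 host cells lacking M1 receptor as counterscreen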
V1aR counter = agonists of human V1a receptor, primary screen, counter-screen for OXTR agonist project, fluorescence, CHO-V1R cells. Vasopressin V1a receptor (Homo sapiens), P37288. hit rate 0.25% among 320,000. activation, % at 3 µM. Fluo-8 calcium fluorescence, agonist mode; 0% DMSO, 100% 3 nM vasopressin;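 active = activation above the mean activation of all tested compounds plus 3 SD, per screening run, cut at about 20% in these data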;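 also: signal is peak over basal fluorescence ratio across a 100 second FLIPR read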
CHO parental Ca = ATP-evoked calcium signal inhibitors, parental CHO, primary screen, counter-screen for OX1R antagonist project, cell-based, fluorescence, Fluo-8 calcium dye; parental CHO-K1, ATP-induced calcium, Fluo-8 fluorescence; inhibition, % at 5.6 µM; hit rate 0.63% among 330,000;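 active = inhibition above that plate's mean sample inhibition plus 3 SD, cut at about 26% in these data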;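 also: 0% = ATP-challenged DMSO wells and 100% = DMSO wells without ATP; some compounds past the cut are filed as inactive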
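Measured by: calcium-sensitive Fluo-8 fluorescence / Test system: CHO parental line / Controls: ATP-challenged DMSO wells low, unchallenged DMSO wells high / Measure: % inhibition / Compound: single nominal dose of 5.6 µM per compound / Replicates: single well per compound, no replicates / Reagent: ATP as calcium-mobilizing challenge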
CHO-K1 Ca antag = counter-screen for M1 antagonists: effect in parental CHO-K1 cells; ATP-induced calcium, Fluo-8 fluorescence; inhibition, % at 3 µM; hit rate 0.6% among 360,000; AID 602250;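 active = inhibition above a per-plate cutoff, the plate's mean sample inhibition plus 3 SD, cut at about 24% in these data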;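 also: 0% = DMSO plus EC80 ATP and 100% = DMSO alone without ATP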
CHO-K1 Ca PAM = nonselective calcium activators in parental CHO-K1 cells, primary screen, counter-screen for M1 PAM project, cell-based, Fluo-8 calcium fluorescence, full deck, 1536-well; ATP EC20; 0% at ATP EC20, 100% at ATP max; activation, % at 3 µM; hit rate 0.02% among 360,000;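 active = activation above the run cutoff, the mean activation of all test compounds plus 3 SD, cut at about 40% in these data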;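 also: peak over basal fluorescence ratio in a 140 s read after ATP addition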
TAAR1 agonist = human TAAR1 agonists, primary screen, Fluo-8 calcium fluorescence, CHO RD-HGA16 cells; Trace amine-associated receptor 1 (Homo sapiens), Q96RJ0; vehicle wells 0%, saturating PEA agonist 100%; activation, % at 3 µM; hit rate 0.99% among 360,000; AID 624467, 2012;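 active = activation above the mean activation of all test compounds in the run plus 3 SD, cut at about 38% in these data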
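Assay system: CHO-derived RD-HGA16 cells with stable Gα16 and human TAAR1; timing: 17-24 h seeding, 75 min 37 °C dye, 30 min RT; read-out: % activation from peak over basal fluorescence ratio, DMSO-to-PEA scaled; measured by: kinetic Fluo-8 calcium fluorescence; benchmarks: low control DMSO, high control PEA (EC100); doses: 3 µM single concentration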
CHRM1 agonist = human M1 muscarinic receptor agonists, primary screen, Fluo-8 calcium fluorescence, CHO-K1 cells, HTS; Muscarinic acetylcholine receptor M1 (Homo sapiens), P11229; CHO-K1 hM1, agonist mode; 0% DMSO, 100% acetylcholine EC100; activation, % at 3 µM; hit rate 0.33% among 360,000; AID 588814, 2011;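 active = activation above the run's mean compound activation plus 3 SD, cut at about 16% in these data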;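 also: peak over basal fluorescence ratio within a 140 s kinetic read after compound addition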
Target sequence (P11229 whole entry, looked up): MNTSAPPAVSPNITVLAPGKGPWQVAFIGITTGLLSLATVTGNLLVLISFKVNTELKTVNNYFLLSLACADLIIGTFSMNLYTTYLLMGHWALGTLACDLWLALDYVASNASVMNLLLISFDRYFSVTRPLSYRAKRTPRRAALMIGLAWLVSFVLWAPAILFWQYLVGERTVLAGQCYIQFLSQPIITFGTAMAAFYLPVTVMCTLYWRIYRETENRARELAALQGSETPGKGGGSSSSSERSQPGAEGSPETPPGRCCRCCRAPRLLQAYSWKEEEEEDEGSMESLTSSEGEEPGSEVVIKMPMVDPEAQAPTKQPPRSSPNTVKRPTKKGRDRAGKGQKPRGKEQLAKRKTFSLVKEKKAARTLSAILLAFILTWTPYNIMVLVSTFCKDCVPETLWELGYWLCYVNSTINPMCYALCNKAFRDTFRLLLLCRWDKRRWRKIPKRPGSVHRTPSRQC
Starred values were filed as active, the others as inactive; nt = not tested or not shown.

Preview, eight compounds:
SMILES | OXTR potentiator | TAAR1 antag | CHO-K1 Ca ag | V1aR counter | CHO parental Ca | CHO-K1 Ca antag | CHO-K1 Ca PAM | TAAR1 agonist | CHRM1 agonist
C=CCN(c1ccccc1)S(=O)(=O)c1cccc(C(=O)N2CCN(c3ncccn3)CC2)c1 | -7 | 38 | 10.0 | 5.9 | -7 | 1 | 0 | 17 | -2
CN(CCCN1CCOCC1)Cc1nc(-c2ccccc2)no1 | 0 | -6 | 1.4 | 0.8 | 5 | -10 | 25 | 2 | -11
O=C(c1ccc2nc(N3CCCCC3)sc2c1)N1CCN(c2ccccn2)CC1 | -3 | 39 | 3.2 | 0.2 | -10 | -9 | 30 | 0 | -8
O=C(COC(=O)c1ccc(S(=O)(=O)N2CCCCC2)cc1)Nc1ccccc1 | -1 | 9 | 0.5 | 1.0 | -2 | -11 | 21 | 0 | -5
CCOC(=O)c1ccc(-n2ncc(C(=O)OCC)c2N)cc1 | 0 | 0 | 0.7 | 0.5 | -7 | -17 | 21 | 0 | -3
COc1cccc(NC(=O)CCCN2C(=O)C3CC=CCC3C2=O)c1 (configuration not stated) | -9 | -23 | 0.9 | -0.5 | -3 | -4 | 0 | 5 | -2
Cc1ccccc1Cn1nnc(-c2ccc(F)cc2)n1 | -21 | 15 | -0.1 | -0.6 | 21 | -13 | 1 | 1 | -5
O=S1(=O)[C@H]2C[C@@H]3C=C[C@]2(CN1Cc1ccc(C(F)(F)F)cc1)O3 | 5 | -14 | 0.1 | 0.7 | -23 | -3 | 7 | 2 | -4

The list itself, repeating the preview:
SMILES | OXTR potentiator | TAAR1 antag | CHO-K1 Ca ag | V1aR counter | CHO parental Ca | CHO-K1 Ca antag | CHO-K1 Ca PAM | TAAR1 agonist | CHRM1 agonist
C=CCN(c1ccccc1)S(=O)(=O)c1cccc(C(=O)N2CCN(c3ncccn3)CC2)c1 | -7 | 38 | 10.0 | 5.9 | -7 | 1 | 0 | 17 | -2
CN(CCCN1CCOCC1)Cc1nc(-c2ccccc2)no1 | 0 | -6 | 1.4 | 0.8 | 5 | -10 | 25 | 2 | -11
O=C(c1ccc2nc(N3CCCCC3)sc2c1)N1CCN(c2ccccn2)CC1 | -3 | 39 | 3.2 | 0.2 | -10 | -9 | 30 | 0 | -8
O=C(COC(=O)c1ccc(S(=O)(=O)N2CCCCC2)cc1)Nc1ccccc1 | -1 | 9 | 0.5 | 1.0 | -2 | -11 | 21 | 0 | -5
CCOC(=O)c1ccc(-n2ncc(C(=O)OCC)c2N)cc1 | 0 | 0 | 0.7 | 0.5 | -7 | -17 | 21 | 0 | -3
COc1cccc(NC(=O)CCCN2C(=O)C3CC=CCC3C2=O)c1 (configuration not stated) | -9 | -23 | 0.9 | -0.5 | -3 | -4 | 0 | 5 | -2
Cc1ccccc1Cn1nnc(-c2ccc(F)cc2)n1 | -21 | 15 | -0.1 | -0.6 | 21 | -13 | 1 | 1 | -5
O=S1(=O)[C@H]2C[C@@H]3C=C[C@]2(CN1Cc1ccc(C(F)(F)F)cc1)O3 | 5 | -14 | 0.1 | 0.7 | -23 | -3 | 7 | 2 | -4
COc1ccc(C(=O)C2CCCN(Cc3cc(C)c(O)c(C)c3)C2)c(OC)c1 (configuration not stated) | -1 | 1 | 0.8 | 1.4 | -17 | -5 | -19 | 0 | -10
C[C@@H]1CCC(=O)N(CC[C@H](N=[N+]=[N-])c2ccccc2)CC1 | -4 | -5 | -0.7 | -1.2 | -19 | -5 | -4 | 5 | -9
Cc1cc(/C=N/NC(N)=S)c(C)n1-c1ccc(Cl)c(Cl)c1 | -14 | 50* | 4.3 | 0.6 | -11 | 5 | 19 | 31 | -4
O=C(COc1ccccc1F)NC1CC1 | -5 | -2 | 0.8 | -0.1 | -1 | -13 | 21 | -1 | -5
CC(=O)NCc1ccc2[nH]c(C)cc2c1 | -6 | 0 | 0.4 | 0.4 | 1 | 2 | 7 | 0 | -3
Clc1ccc(-c2cnc(Oc3ccccc3)nc2)cc1 | -8 | 3 | 2.6 | -0.8 | -24 | -14 | 20 | -1 | -3
CC(=O)NC(CCS(C)(=O)=O)C(=O)Nc1ccc2c(c1)OCO2 (configuration not stated) | 1 | -20 | 0.6 | 0.7 | -9 | -8 | 24 | 1 | -2
CCN1CCN(S(=O)(=O)c2ccc(Cl)c(C(=O)Oc3ccc(CC(=O)OC)cc3)c2)CC1 | nt | 4 | 2.9 | nt | nt | -12 | -1 | 2 | -3
CC(=O)c1ccc(-c2ccc(C(=O)N3CCCc4ccccc43)o2)cc1 | -11 | -1 | 0.5 | -1.7 | -19 | -6 | 4 | -1 | -4
CCN1CCN(Cc2c(O)ccc3c(=O)c(-c4ccccc4OC)coc23)CC1 | 3 | -11 | 0.2 | -0.2 | -18 | -6 | -12 | -2 | -3
CC(Oc1ccccc1)C(=O)NC1CCSc2ccccc21 (configuration not stated) | 3 | 6 | -0.5 | 0.2 | -19 | 0 | 5 | -1 | -4
CCCCN(C(=O)c1cccc(S(=O)(=O)N2CCCCC2)c1)C1CCS(=O)(=O)C1 (configuration not stated) | -2 | 2 | 0.2 | 1.8 | -30 | -5 | -9 | 0 | -3
Cn1c(CNc2nc3ccccc3n2C)nc2ccccc21 | -16 | 4 | 0.6 | -0.9 | -26 | -22 | 17 | 2 | -4
COc1ccc([N+](=O)[O-])cc1NC(=O)CN(C)S(=O)(=O)c1ccccc1 | -1 | 7 | 2.8 | -0.2 | -29 | -9 | 24 | 2 | -11
COc1cc(/C=N/Nc2nc(C)cc(C)n2)ccc1O | nt | -1 | 9.6 | nt | nt | 10 | 0 | 0 | -1
COc1ccc(NC(=O)N(C)C[C@H]2Oc3c(NC(=O)C4CCCCC4)cccc3C(=O)N([C@H](C)CO)C[C@@H]2C)cc1 | -2 | -13 | 0.0 | -0.3 | -30 | -4 | 7 | 0 | -4
S=c1[nH]ncn1NCc1cccc(Br)c1 | 0 | -33 | 1.4 | 1.9 | -4 | -13 | 13 | 2 | -1
CCS(=O)(=O)N1CCN(c2ccc([N+](=O)[O-])c(NCc3cccnc3)c2)CC1 | -3 | 30 | 0.6 | -0.3 | 10 | 0 | -11 | 4 | -3
O=Cc1ccccc1-n1cncn1 | -11 | -20 | 1.0 | 0.7 | -21 | -8 | -8 | 0 | -5
Cc1c(C(=O)O)sc(S(=O)(=O)N2CCN(C(=O)CCc3ccccc3)CC2)c1C(=O)O | nt | -41 | 0.4 | nt | nt | 3 | -6 | 5 | 0
CC(=O)c1cccc(OCC(O)CNCC2COc3ccccc3O2)c1 (configuration not stated) | -11 | 10 | 1.3 | 4.2 | -13 | -8 | -11 | 46* | -1
CSc1sc(C(=O)O)c(C)c1C(C)=O | -6 | -4 | 0.0 | 0.1 | 4 | -6 | 12 | 3 | -4
CC(NC(=O)COC(=O)C1=NN(c2ccccc2)C(=O)CC1)c1ccccc1 (configuration not stated) | nt | -37 | 0.5 | nt | nt | 6 | -10 | 12 | -3
O=C(/C=C/c1ccccc1)CC(O)(c1ccccc1)C(F)(F)C(F)F (configuration not stated) | -11 | -10 | 17* | 0.2 | -20 | -7 | 23 | 1 | -8
CCN(CC)CCCN(Cc1cc2cc3c(cc2[nH]c1=O)OCO3)C(=S)Nc1ccccc1OC | -4 | -14 | 0.6 | -0.6 | 6 | -3 | 27 | -1 | -13
O=S(=O)(/N=C(/NNS(=O)(=O)c1ccccc1)c1ccccc1)c1ccccc1 | -11 | -3 | 0.7 | 0.4 | -5 | -24 | 14 | 5 | -3
CCC(C)OC(=O)C1=C(C)NC(=O)NC1c1ccc(F)cc1 (configuration not stated) | -3 | -21 | 0.0 | -1.1 | -12 | -30 | 18 | 7 | -3
CC(C)(C)SCCNC(=O)c1ccc(NS(C)(=O)=O)cc1 | -3 | 4 | 0.1 | 0.3 | 2 | -8 | 8 | -1 | -5
COc1cccc(-c2sc3ccc(OC)cc3c2-c2ccc(OCCN3CCCC3)cc2)c1 | nt | nt | 1.8 | nt | 16 | -16 | 29 | nt | 4
COc1ccccc1NS(=O)(=O)c1cccc(NC(=O)NCCCl)c1 | -4 | -9 | 1.6 | 0.4 | 3 | -3 | 13 | 1 | -3
CCSc1nnc(Nc2ccc(C)cc2)s1 | 2 | -5 | -0.4 | -0.6 | -16 | -12 | 15 | 8 | -7
CCOc1ccc(NC(=O)CCS(=O)(=O)c2ccc(Br)cc2)cc1 | -5 | -11 | 1.8 | -1.2 | -24 | -11 | 4 | 0 | -7
COc1ccc(N=Nc2cc(OC)c(N)cc2OC)cc1 | nt | -3 | -1.0 | nt | nt | -1 | 5 | -3 | -4
CNC(=O)[C@H]1O[C@@H](n2cnc3c(NCc4cccc(I)c4)nc(Cl)nc32)[C@H](O)[C@@H]1O | -8 | -11 | -0.2 | 1.9 | -2 | -9 | 7 | 5 | -3
COc1ccc(-c2oc3cc(O)c(OC)c(O)c3c(=O)c2OC)cc1 | -3 | -13 | 0.7 | -0.6 | -10 | 4 | 18 | -2 | -7
CCSCCc1nnc(NC(=O)Nc2cccc(C(F)(F)F)c2)s1 | -16 | -6 | 5.5 | 9.7 | -10 | 5 | 18 | 26 | 1
NC(=O)CCn1c(C(=O)c2ccc(Cl)cc2)c2ccccc2[n+]1[O-] | 1 | -3 | 0.3 | -0.6 | -12 | -17 | 26 | 8 | -3
COc1ccc(C)cc1Nc1n[n+](C)c(-c2c3ccccc3cc3ccccc23)s1 | -6 | -13 | nt | 1.3 | -23 | nt | nt | 5 | nt
CN(C)c1ccc(/C=C/C(=O)c2cc(Cl)ccc2O)cc1 | -11 | 10 | 1.8 | 9.4 | 19 | 11 | -2 | 8 | 5

Screening data (PubChem)
